TbPYK inhibitor: qHTS of Trypanosoma Brucei Inhibitors. pyruvate kinase (Trypanosoma brucei), Q57TT1. TbPYK enzyme, Kinase-Glo Plus ATP luminescence, 45 min. Potency, µM (doses to about 76.8 µM), without a hit: at the top dose activity, negative = inhibition, actives largely listed as inhibitors. actives 0.12% (n = 410,000); further: potency means the concentration at half of the fitted maximal effect; nearly all actives have a fitted effect of over 50% in size
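Assay buffer: 50 mM TEA pH 7.2, 100 mM KCl, 10 mM MgCl2, 0.05% BSA, 0.01% Tween-20. Pyruvate kinase from T. brucei plus substrate met compound, then ADP (130 uM final). Luminescence was read post 45 min RT.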
AmpC inh no detg: qHTS Inhibitors of AmpC Beta-Lactamase (assay without detergent). Potency, µM (top dose mostly 57.1 µM), inactives show at the top dose activity change, negative = inhibition, usual class: inhibitors. AID 485341, 2010. actives 0.52% (n = 330,000). P00811. AmpC nitrocefin hydrolysis, absorbance 480 nm, 0.0001% Triton;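 further: potency means the concentration at half of the fitted maximal effect; plate controls were no compound for no effect and no enzyme for full effect; nearly all actives have a fitted effect of over 20% in size; some results filed as inactive show a strong effect at the top dose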
Target sequence (P00811 whole entry, looked up): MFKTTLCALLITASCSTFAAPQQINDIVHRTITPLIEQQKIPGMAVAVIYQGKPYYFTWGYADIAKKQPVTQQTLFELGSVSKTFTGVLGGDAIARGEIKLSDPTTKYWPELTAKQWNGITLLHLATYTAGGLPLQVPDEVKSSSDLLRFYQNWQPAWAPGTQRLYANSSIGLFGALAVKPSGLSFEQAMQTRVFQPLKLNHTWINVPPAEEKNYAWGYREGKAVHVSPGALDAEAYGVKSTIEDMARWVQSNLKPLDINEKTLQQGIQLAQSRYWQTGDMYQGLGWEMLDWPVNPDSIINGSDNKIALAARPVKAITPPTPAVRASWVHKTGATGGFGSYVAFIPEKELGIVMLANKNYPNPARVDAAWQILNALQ
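AmpC (5.3 nM in the dispensed reagent) in 20 mM phosphate pH 7.0 with 0.01% (detergent screen) or 0.0001% Triton X-100 was preincubated with compounds for 15 min at room temperature. Nitrocefin was then added from an 800 uM solution, and hydrolysis was followed at 480 nm.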
HCV inh: qHTS Assay for Inhibitors of Hepatitis C Virus (HCV); Huh7.5.1 HCVcc-Cre infection, luciferase reporter, 44 h; Potency, µM (doses to about 41.8 µM), for inactives: at the highest dose activity change, negative = inhibition, usual class: inhibitors; actives 3.4% (n = 340,000); AID 651820, 2012; further: potency means the concentration at half of the fitted maximal effect
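Luciferase read-out (15 sec integration) after a 15 min room-temperature substrate step quantifies HCVcc-Cre infection. Cells, 1,000 per well, had compound added 4 h post-plating, then virus at ~0.5 moi, and were cultured 44 h.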
HCMV inh: qHTS Assay for inhibitors of the human cytomegalovirus (HCMV); HFF cells, HCMV-luciferase reporter, 72 h; hits give low values; activity change, negative = inhibition, % at 57.5 µM; actives 4.5% (n = 410,000); in the data active means activity change below about -60%; inconclusive means no clear call, values can overlap the other calls; inactive means above about -39%
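Human foreskin fibroblasts infected with luciferase-reporter HCMV at MOI 1 PFU/cell, compounds at two doses. Luciferase measured 72 h post infection; normalized to buffer-only basal and Salinomycin (10uM) controls.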
AMA1 RON2 block: qHTS for Inhibitors of AMA1-RON; Towards Development of Antimalarial Drug Lead: Primary Screen | Plasmodium falciparum AMA1 (3D7) - RON2 peptide interaction | AlphaScreen AMA1-biotinylated RON2 peptide binding | Potency, µM (doses to about 58.2 µM), for the others: at the top dose activity change, negative = inhibition, hits mostly inhibitors | actives 0.2% (n = 360,000) | AID 720542, 2013;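 further: potency means the concentration at half of the fitted maximal effect; 0% = vehicle wells and -100% = peptide control; nearly all actives have a fitted effect of over 45% in size; some results filed as inactive show a strong effect at the top dose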
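AMA1 (3D7) with his tag at 25 nM final met compounds first, then biotinylated RON2 peptide at 25 nM; detection used donor plus acceptor beads, 10 µg/mL apiece, read by AlphaScreen after 30 min at room temperature.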
AmpC inh detg: qHTS Inhibitors of AmpC Beta-Lactamase (assay with detergent); P00811; AmpC hydrolysis of nitrocefin, absorbance 480 nm, 0.01% Triton; Potency, µM (titrated, usually from 114 µM), without a hit: at the top dose activity change, negative = inhibition, most hits filed as inhibitors; actives 0.041% (n = 370,000); AID 485294, 2010;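 further: potency means the concentration at half of the fitted maximal effect; 0% = no-compound wells and -100% = no-enzyme wells; nearly all actives have a fitted effect of over 25% in size; some results filed as inactive show a strong effect at the top dose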
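20 mM phosphate pH 7.0 + 0.01% (detergent screen) or 0.0001% Triton X-100; 5.3 nM AmpC reagent; cpd preinc 15 min RT; nitrocefin (800 uM stock) to start; A480 q20 s × 4 min; Activity was normalised to no-enzyme and no-compound control wells.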
LmPK inh: qHTS Assay for Inhibitors of Leishmania Mexicana Pyruvate Kinase (LmPK) | purified LmPK, Kinase-Glo ATP luminescence, 1 h | AID 1721, 2009 | actives 0.37% (n = 290,000) | Q27686 | Potency, µM (titrated, usually from 57.5 µM), for the others: at the highest dose activity change, negative = inhibition, usual class: inhibitors; further: potency means the concentration at half of the fitted maximal effect
Target sequence (Q27686 whole entry, looked up): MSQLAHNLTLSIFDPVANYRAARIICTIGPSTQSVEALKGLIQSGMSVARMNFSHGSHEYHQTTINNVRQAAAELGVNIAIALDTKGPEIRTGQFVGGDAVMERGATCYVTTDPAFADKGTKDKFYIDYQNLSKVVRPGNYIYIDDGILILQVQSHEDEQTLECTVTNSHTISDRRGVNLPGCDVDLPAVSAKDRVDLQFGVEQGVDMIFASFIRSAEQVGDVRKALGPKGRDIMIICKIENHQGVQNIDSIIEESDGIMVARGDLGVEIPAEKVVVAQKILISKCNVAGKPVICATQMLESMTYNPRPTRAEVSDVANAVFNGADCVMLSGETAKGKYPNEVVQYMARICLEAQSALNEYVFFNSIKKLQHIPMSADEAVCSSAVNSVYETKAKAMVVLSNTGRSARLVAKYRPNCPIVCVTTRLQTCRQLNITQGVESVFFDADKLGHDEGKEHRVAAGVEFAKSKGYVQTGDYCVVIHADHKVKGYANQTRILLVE
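Kinase-Glo luminescence read after 1 h RT reaction of 0.1 nM LmPK with 0.5 mM PEP and 0.1 mM ADP. Activity scaled between uninhibited and enzyme-free controls.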
Starred values were filed as active, the others as inactive; ? = inconclusive; . = not tested or not shown; [ ] = another dose, or the depositor's remark. Unless noted, the call rests on the fitted dose curve; in most records, active means well fitted curve in the direction sought with a large enough effect; inconclusive means small, poorly fitted or top-dose-only effect, or another doubt; inactive means no such curve, though single readings can be large; an effect the other way counts as inactive or inconclusive. Unless noted, on the % scale 0 is the no-effect control and ±100 the full control effect.

Molecule	TbPYK inhibitor	AmpC inh no detg	HCV inh	HCMV inh	AMA1 RON2 block	AmpC inh detg	LmPK inh
NS(=O)(=O)c1ccc(CNC(=O)Cc2ccccc2F)cc1	6%	-18%	25%	-29	-4%	4%	-1%
O=C(Oc1ccccc1C(=O)Oc1ccccc1)c1cccnc1	-7%	3%	25%	-20	3%	-5%	-1%
COc1ccc(-c2nnc(NC(=O)c3cc(C)on3)s2)cc1	?	-20%	18%	187	8%	2%	?
CCOC(=O)c1c(Nc2ccc(O)cc2)nnc(-c2ccccc2)c1-c1ccccc1	4%	.	.	-38	.	6%	.
CCOC(=O)C1=C(C)Nc2ccccc2N=C1NC(=O)C(CC)c1ccccc1 (stereo not drawn)	-2%	-20%	-2%	-12	-3%	-18%	-2%
CCOC(=O)N1CCN(C(=O)CC(=O)Nc2ccc3nc4n(c(=O)c3c2)CCCCC4)CC1	-6%	59%	-5%	51	-1%	?	-2%
COc1cccc(CNC(=O)[C@@H]2CCCN2C(=O)[C@H]2CCCCN2C(=O)c2ccc(Cl)cc2)c1	1%	.	.	-28	5%	.	.
COc1cccc(-c2cc(C(=O)Nc3c(C)n(C)n(-c4ccccc4)c3=O)no2)c1	2%	-28%	?	-108*	-1%	-4%	3%
Cn1c(SCC(=O)Nc2ccc3c(c2)OCCO3)nnc1-c1cccnc1	-2%	-11%	3%	-20	-20%	?	.
O=C(Nc1ccccc1)c1nc[nH]c1C(=O)NCCCCNC(=O)c1[nH]cnc1C(=O)Nc1ccccc1	-1%	-30%	20%	-39	118%[activator]	.	.
COc1ccc(OCC(=O)NNC(=S)NC(=O)C2CCCCC2)cc1	.	-2%	.	17	.	7%	-1%
O=C(CCC(=O)N(CC(=O)NC1CCCC1)Cc1ccccc1)Nc1nccs1	-19%	-14%	-15%	50	-1%	?	-4%
Cc1ccoc1C(=O)Nc1cccc2ccccc12	-17%	-18%	8%	93	39%[activator]	?	-7%
CC(C)(C)OC(=O)N1CCC(c2c(C(=O)O)cnn2-c2ccccc2Cl)CC1	-9%	-22%	11%	43	-12%	-14%	3%
O=C(CCN1C(=O)c2ccccc2C1=O)OCn1nnc2ccccc2c1=O	-22%	-3%	-1%	-2	10%	-12%	1%
CCOc1ccc(CNC(=S)NCc2ccc(OCC)cc2)cc1	-2%	-9%	?	?	17%	-1%	-3%
CCCCN(C(=O)CCC(=O)Nc1cc(C)on1)C(C(=O)NC1CCCC1)c1ccc(F)cc1 (stereo not drawn)	-1%	-4%	10%	-19	20%	?	3%
Cc1nc2sc(C(N)=O)c(N)c2c(-c2ccc(Br)cc2)c1C(=O)Nc1ccc(Cl)cc1	2%	.	.	-78*	.	0%	.
CC(C)=CCC/C(C)=C/CNC(=O)C[C@H]1C[C@H](C(=O)N2CCCCC2)[C@@]2(CCc3ccccc3)c3[nH]c4cc(CCC(=O)N(C)C)ccc4c3CCN2C1=O	-4%	-9%	-1%	-3	-6%	.	.
N#C/C(=N\Nc1ccc(Cl)cc1)C(=O)c1ccsc1	3%	-47%	?	-64*	-25%	-4%	-1%
COc1ccc(CC(=O)OCC(=O)Nc2ccc3[nH]c(=O)[nH]c3c2)cc1OC	2%	.	.	-6	-10%	.	.
CC1=C(C(=O)Nc2ccccc2)C(c2cccs2)n2nnnc2N1 (stereo not drawn)	-4%	?	10%	8	0%	-6%	0%
CCN(CC)c1ccc2oc(=O)c(C)nc2c1	-13%	-13%	4%	-70*	64%[activator]	1%	?
N#Cc1ccccc1NC(=O)C1SC(=Nc2ccccc2)C(C(=O)Nc2ccc(Cl)cc2)=C1N (stereo not drawn)	5%	-40%	10µM*	25	55%[activator]	3%	1%
COc1ccc(CNC(=O)C2(CC(=O)NC(C)(C)C)CCCC2)cc1	-5%	-2%	8%	-6	7%	-5%	-3%
COc1ccc(CC(=O)OCC(=O)NC2CCCC(C)C2C)cc1OC (stereo not drawn)	2%	5%	3%	3	4%	.	.
COc1ccc(-c2cc(C(=O)Oc3ccccc3)c3cc(C)ccc3n2)cc1	0%	.	.	53	.	19%	.
CCOC(=O)c1c(NC(=O)CSc2nnc(C)o2)sc(C)c1C	45%[activator]	55%	-23%	-1	-4%	-9%	8%
CCc1ccc(Nc2n[n+](C)c(-c3ccc(C(=O)O)cc3)s2)cc1	.	-35%	.	.	.	5%	3%
O=C(NCCc1ccco1)C(=O)NCCC1CCCCN1S(=O)(=O)c1ccccc1 (stereo not drawn)	-3%	-16%	?	-30	0%	-6%	.
CCOC(=O)CN1C(=O)S/C(=C\c2ccc(-c3ccc(C(=O)O)c(Cl)c3)o2)C1=O	-6%	-13%	6%	8	4%	0%	6%
CCOCC(=O)Nc1cccc(OC)c1	-15%	-18%	2%	-7	-8%	-3%	-2%
CC1(C)OC(=O)C2=C(C[C@@H](CCC(F)(F)F)O[C@H]2c2ccc(F)cc2)O1	6%	.	.	18	-1%	.	.
Cc1ccc(S(=O)(=O)NN=C2CCN(Cc3ccccc3)CC2)cc1	2%	-40%	-4%	13	-8%[2.32 µM]	?	3%
CCO[C@H]1OC(C(=O)N2CCN(C)CC2)=C[C@@H](c2csc3ccccc23)[C@@H]1CCCO	13%	128%[activator]	3%	14	13%	4%	2%
COc1ccccc1/C=N/Nc1cc(N(C)C)nc(N(C)C)n1	-1%	-6%	?	33	-16%	1%	-5%
O=[N+]([O-])c1cccc(C2CC(c3ccccc3)=NN2c2ccccc2)c1 (stereo not drawn)	-1%	-41%	?	-26	?	2%	0%
Cc1ccc(S(=O)(=O)N2CCCN(c3nc4cc(C)ccc4cc3C#N)CC2)cc1	-4%	-16%	22µM*	-40	38%[activator]	?	0%
c1ccc(-n2cnc3cc(NCc4cccs4)ccc32)cc1	-13%	-28%	-30%	?	-27%	-2%	-2%
O=C(NC1CCCc2ccccc21)c1ccc(Br)cc1 (stereo not drawn)	1%	-21%	-19%	-17	58%[activator]	-3%	3%

An excerpt from above in order of heavy-atom count, low to high.
Molecule	TbPYK inhibitor	AmpC inh no detg	HCV inh	HCMV inh	AMA1 RON2 block	AmpC inh detg	LmPK inh
COc1ccc(CNC(=O)C2(CC(=O)NC(C)(C)C)CCCC2)cc1	-5%	-2%	8%	-6	7%	-5%	-3%
CC1(C)OC(=O)C2=C(C[C@@H](CCC(F)(F)F)O[C@H]2c2ccc(F)cc2)O1	6%	.	.	18	-1%	.	.
Cc1ccc(S(=O)(=O)N2CCCN(c3nc4cc(C)ccc4cc3C#N)CC2)cc1	-4%	-16%	22µM*	-40	38%[activator]	?	0%

(further entries)
Molecule	TbPYK inhibitor	AmpC inh no detg	HCV inh	HCMV inh	AMA1 RON2 block	AmpC inh detg	LmPK inh
NC(=O)CNC1CC(=O)N(CCc2ccccc2)C1=O (stereo not drawn)	2%	-3%	-18%	-10	5%	-5%	1%
CNS(=O)(=O)c1ccc(NC(=O)c2ccc(Cl)cc2Cl)cc1	2%	-35%	-12%	-5	-3%	-13%	-8%
CC(=O)c1ccc(OCCCC(=O)Nc2cccc(S(=O)(=O)N(C)C)c2)cc1	0%	-15%	?	-4	-1%	4%	1%
Nc1c(C(=O)Nc2ccccc2)sc2nc3c(cc12)CN(Cc1ccccc1)CC3	-11%	.	.	?	.	2%	.
Cc1cc(NC(=O)CSCC(=O)Nc2nc3c(C)cccc3s2)no1	0%	-21%	?	64	-4%	-8%	.
O=C(CN1CCN(c2ccccc2O)CC1)Nc1ccc2c(c1)OCCCO2	-8%	12%	-19%	-13	6%	1%	.
COC(=O)c1ccc(/C=C2/SC(=S)N(CCC(=O)NCCCN3CCOCC3)C2=O)cc1	-1%	6%	-6%	7	0%	3%	-2%
COCC(=O)Nc1cc(=O)n(C)c(=O)n1C	-2%	-7%	6%	-12	-2%	-14%	-6%
O=S(=O)(NCCSc1ccccn1)c1ccc(Br)cc1	3%	-22%	-11%	-10	-15%	-7%	5%
COc1ccc(NC(=O)Cn2c(=O)n(-c3ccc(OC)cc3)c(=O)c3ccc(C(=O)NCc4ccc(C)cc4)cc32)cc1	-1%	.	.	0	.	7%	.
Cc1ccc(S(=O)(=O)CCc2nnc(NC(=O)c3cccs3)s2)cc1	-4%	-1%	31%[activator]	10	-24%	2%	-6%
CNS(=O)(=O)c1c(C)cc(C)c(N(C)S(=O)(=O)c2ccccc2)c1C	-5%	0%	-13%	-27	10%	-8%	0%
CCN(CC(=O)Nc1c(F)cccc1F)C(=O)/C=C/c1ccc(C)o1	-7%	1%	-12%	-7	-1%	0%	.
COc1ccc(-n2ncc(C(=O)N3CCN(C4CCCCC4)CC3)c2C2CCN(C(=O)OC(C)(C)C)CC2)cc1	-3%[15.4 µM]	.	.	?	.	-1%	.
COc1cccc(NC(=O)N2CCCC2)c1	-5%	-14%[2.29 µM]	4%	-1	-1%	-2%	0%
Cc1ccc(C(=O)NCc2ccco2)cc1S(=O)(=O)N1CCCCC1	-4%	-35%	-6%	32	-2%	1%	-1%
CCOc1nc(NC(=O)NS(=O)(=O)c2ccccc2F)nc(-c2ccccc2)n1	-3%	-39%	18%	-17	0%	-6%	-1%[11.5 µM]
Cc1cc([P+](=O)O)c(C)n1-c1ccc(Br)cc1	-2%	-22%	23%	48	3%	?	6%
COc1ccc(NC(=O)/C(Cl)=C(/Cl)S(=O)(=O)Cc2ccccc2)cn1	-4%	-25%	3.5µM*	-105*	4%	-3%	-2%
COc1ccc(S(=O)(=O)N2CCC(C(=O)N3CCCC3)CC2)cc1	-3%	-2%	14%	7	-1%	?	13%
COc1ccc(/C=C2\C(=O)c3ccccc3OC2c2ccccc2)cc1 (stereo not drawn)	1%	-37%	-28%	1	-17%	3%	6%
O=C(CCNC(=O)c1ccc(Cl)cc1)Nc1ccc(S(=O)(=O)N2CCCCC2)cc1	-1%	-34%	9%	-15	8%	?	.
Cc1cccc(C(=O)N/C(=C\c2ccc(C)o2)C(=O)O)c1	4%	-30%	0%	-29	-6%	-18%	7%
CCc1cc(C(=O)N2CCCc3ccccc32)sc1C	3%	.	4%	0	1%	.	.

Screening data as filed in PubChem.
